FEN1 inhibitor: inhibitors of human flap endonuclease 1 | P39748 | Recombinant FEN1 flap cleavage, fluorescence, 15 min | Potency, µM (series often up to 114 µM), without a hit: at the highest dose activity change, negative = inhibition, actives largely listed as inhibitors | 390,000 compounds, 0.35% hits; note: nearly all actives have a fitted effect of over 65% in size
Target sequence (P39748 whole entry, looked up): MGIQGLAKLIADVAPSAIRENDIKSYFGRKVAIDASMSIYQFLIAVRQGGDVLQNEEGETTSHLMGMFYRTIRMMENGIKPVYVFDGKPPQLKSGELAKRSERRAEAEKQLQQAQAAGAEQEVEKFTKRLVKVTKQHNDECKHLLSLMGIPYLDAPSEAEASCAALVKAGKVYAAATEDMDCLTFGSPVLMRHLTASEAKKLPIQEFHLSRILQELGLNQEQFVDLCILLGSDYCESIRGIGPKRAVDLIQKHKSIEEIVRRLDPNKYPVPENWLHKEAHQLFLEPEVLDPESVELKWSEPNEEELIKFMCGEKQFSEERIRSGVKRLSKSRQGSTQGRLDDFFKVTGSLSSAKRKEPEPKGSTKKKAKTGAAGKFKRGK
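In this screen, 50 nM flap DNA substrate was added to 10 nM FEN1 pretreated with compound for 15 min at room temperature; cleavage was followed with reads at 0 and 15 min, and Hill fitting gave concentration–response parameters.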
N370S GC: inhibits or activates N370S mutant glucocerebrosidase. AID 2101. N370S GC spleen homogenate, 4MU-glucoside fluorescence. Potency, µM (series often up to 59.4 µM), inactives show at the top dose activity change, negative = inhibition, hits mostly inhibitors. P04062. 330,000 compounds, 0.092% hits;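 note: 0% = full enzyme activity and -100% = no enzyme basal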
TDP1 cell CPT: DT40-hTDP1 cell growth loss with CPT; chicken DT40 Tdp1-/-;hTDP1 cells + 20 nM CPT, ATP luminescence, 48 h; Potency, µM (highest dose often 46.2 µM), for the others: at the top dose activity change, negative = growth inhibition, most hits filed as inhibitors; 420,000 compounds, 12% hits; note: nearly all actives have a fitted effect of over 55% in size
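Cell growth measured by CellTiter-Glo luminescence after a minimum 48 h, 37 C compound exposure with 20 nM CPT in Tdp1-knockout DT40 cells stably expressing hTDP1, seeded 400/well; qHTS titration format.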
* marks the source's active call; other numbers are inactive results; ? = inconclusive; . = not tested or not shown; & = joins results of further samples; [ ] = remark or other dose. Calls come from the whole dose curve; as a rule, active = well fitted curve in the direction sought with a large enough effect; inconclusive = small, poorly fitted or top-dose-only effect, or another doubt; inactive = no such curve, though single readings can be large; an effect the other way counts as inactive or inconclusive. Unless noted, % is set by controls: 0 for no effect and ±100 for the full control effect; potency is the fitted concentration of half-maximal effect. The list is partial; the hit share may differ from the screen's.

smiles	FEN1 inhibitor	N370S GC	TDP1 cell CPT
COc1ccc(OCC2c3cc(OC)c(OC)cc3CCN2C(=O)c2c(F)cccc2F)cc1 (configuration not stated)	4.8%	.	-21.7%
CCOC(=O)c1nnn(-c2nonc2-n2cccc2)c1CCl	1.3%	2.2%	4.61µM*
COc1ccc(N(CC(=O)NCCSCc2ccc(Cl)cc2)S(C)(=O)=O)cc1Cl	-25.9%	-8.5%	?
O=C(NCCCN1CCOCC1)c1onc(CSc2ccncc2)c1C(=O)NCCCN1CCOCC1	0.3%	.	-1.9%
COC(=O)COc1ccc(S(=O)(=O)Nc2ccccc2SC)cc1	-13.6%	-12.1%	0.7%
N[C@@H](Cc1ccccc1)C(=O)N1CCC(C(=O)N[C@@H](CCC(=O)O)C(=O)O)CC1	16.6%	-5.9%	9.6%
O=C(CSc1nnc(Nc2ccccc2)s1)NCc1cccs1	-0.7%	-0.4%	5.1%
Cc1ccc(/C=C2\C(=N)N3N=C(CC(=O)N4CCOCC4)SC3=NC2=O)o1	12.6%	-4.2%	-21.2%
O=S(=O)(c1cccs1)N1CCN(c2ccnc3cc(Cl)ccc23)CC1	-14.9%	-13.8%	13µM*
Cc1ccc(NC(=O)CCn2c(=O)[nH]c3ccsc3c2=O)cc1F	-1.4%	-4.7%	4.2%
O=Cc1cn(Cc2ccccc2)nc1-c1cccnc1	2.8%	-15.1%	-0.3%
CCOC(=O)Nc1cc(=O)c2ccccc2o1	16.5%	-11.2%[2.35 µM]	8.2µM*
CC(=O)OCCN1C(=O)c2ccc(-c3nc4ccccc4c(=O)o3)cc2C1=O	-8.2%	.	?
C#CCCCCCCCCCCCCCCCC(=O)O	.	-1.7%&-3.8%&-6.0%	-4.6%[4.12 µM]
Cc1cc(C)cc(OCC(=O)OC/C(O)=C(\C#N)c2nc3ccccc3[nH]2)c1	6.7%	-4.8%	?
N#C/C(=C/c1ccc(N2CCOCC2)c([N+](=O)[O-])c1)C(N)=O	-1.9%	3.2%	-1.8%
CC(C)N(Cc1ccccc1)S(=O)(=O)c1ccc(F)cc1	-1.5%	-6.0%	?
CC(=O)c1c(N2CCN(c3ccccc3)CC2)nc(=S)n(-c2ccccc2)c1C	-6.1%	-5.9%[2.35 µM]	23.1µM*
Cc1cc2ncn(CC3CC3(Cl)Cl)c2cc1C (configuration not stated)	-7.1%	3.1%	?
COc1ccccc1NC(=O)N1CCN(Cc2ccc3c(c2)OCO3)CC1	-2.3%	-4.4%	-29.8%
CCOc1ccc(NC(=S)NCc2cccnc2)cc1	-0.8%	2.0%	21.9%
COc1ccc(N2CCN(Cc3nc(N)nc(Nc4ccccc4OC)n3)CC2)cc1	-6.9%	-8.5%	?
O=c1cc(-c2ccccc2Cl)oc2c(NS(=O)(=O)c3cccc4nsnc34)ccc(O)c12	-10.3%	-7.2%	?
O=C(NCc1ccco1)C(=O)c1cn(CC(=O)N2CCCC2)c2ccccc12	12.3%	-2.3%	20.5%
Cc1cccc(NC(=O)c2nc[nH]c2C(=O)N[C@@H](C)C(=O)OC(C)(C)C)c1	-2.6%	?	18.4µM*
CCCCC(CC)COC(=O)CC(C(=O)OCC(CC)CCCC)S(=O)(=O)O (configuration not stated)	.	-3.9%	-10.5%&-24.7%
Cc1cc(=O)n(-c2ccccc2Cl)[nH]1	-3.6%	0.3%	1.6%
Cc1ccnc2c(N3C(=O)C4C5C=CC(C5)C4(C)C3=O)cccc12 (configuration not stated)	-2.2%	-1.2%	-9.6%
Cc1cc(C)c(S(=O)(=O)Nc2ccc3oc4c(c3c2)C(=O)CC(C)(C)C4)cc1C	-14.8%	.	?
Cc1ccnc(SC2CC(=O)N(c3ccc(C(C)C)cc3)C2=O)n1 (configuration not stated)	-6.0%	0.0%	?

Five entries picked at random from the list so far:
smiles	FEN1 inhibitor	N370S GC	TDP1 cell CPT
O=Cc1cn(Cc2ccccc2)nc1-c1cccnc1	2.8%	-15.1%	-0.3%
Cc1ccc(NC(=O)CCn2c(=O)[nH]c3ccsc3c2=O)cc1F	-1.4%	-4.7%	4.2%
N[C@@H](Cc1ccccc1)C(=O)N1CCC(C(=O)N[C@@H](CCC(=O)O)C(=O)O)CC1	16.6%	-5.9%	9.6%
CC(C)N(Cc1ccccc1)S(=O)(=O)c1ccc(F)cc1	-1.5%	-6.0%	?
Cc1cc(=O)n(-c2ccccc2Cl)[nH]1	-3.6%	0.3%	1.6%

(more compounds)
smiles	FEN1 inhibitor	N370S GC	TDP1 cell CPT
Cc1ccc(C(CC(=O)c2ccc(Cl)cc2)C(=O)O)cc1 (configuration not stated)	16.5%	-17.7%	1.8%
O=C(CCCC(=O)N(CC(=O)NC1CCCC1)Cc1ccc(F)cc1)Nc1ccccn1	-0.8%	-0.8%	-12.7%
COC(=O)C1=C(C)N(c2cccc(C(C)=O)c2)C(=O)C1	-4.3%	-23.3%	-16.1%
CSc1nc(=O)n2cc(C)ccc2n1	5.4%	1.5%	7.0%
COc1ccc(-c2cc(C(=O)NNC(=O)c3csc(N4CCOCC4)n3)c3ccccc3n2)cc1OC	-1.1%	-4.9%	20.6µM*
C/C(=N\NC(=O)c1cccc(S(=O)(=O)Nc2cccc(Cl)c2)c1)c1cccs1	-3.2%	5.7%	?
CCN1C=C(C(C)=O)C(=O)CC1	-4.3%	.	-20.2%
C=CCSc1cc(C)nc2c(-c3ccccc3)c(C)nn12	-4.5%	15.2%	?
O=[N+]([O-])c1ccc(-c2nn(-c3ccccc3)cc2/C=N/n2c(-c3cccs3)n[nH]c2=S)cc1	-11.9%	3.2%	28.1%
CC(=O)OCC1=C(C(=O)O)N2C(=O)[C@@H](NC(=O)Cc3ccccc3)[C@H]2SC1	13.6%	.	?
Cc1cccc(OCCNC(=O)c2ccc(Oc3ccc(C(F)(F)F)cc3[N+](=O)[O-])cc2)c1	-19.4%	11.6%	-7.1%
CCOC(=O)C(C(=O)OCC)C(CC(=O)C1CC1)c1ccccc1 (configuration not stated)	13.0%	7.7%	-1.7%
CC(=O)[C@]1(O)Cc2c(O)c3c(c(O)c2[C@@H](O[C@H]2C[C@H](N)[C@H](O)[C@H](C)O2)C1)C(=O)c1ccccc1C3=O	.	-5.8%	0.146µM*
Cn1nc(-c2ccc(Cl)cc2)c2cc(C(=O)N3CCN(C(=O)c4ccco4)CC3)sc21	-5.8%	-4.5%	?
CCOc1cc(NC(=O)c2ccco2)c(OCC)cc1NC(=O)CCC(=O)NCc1cccnc1	-1.9%	-2.1%	-15.7%
C=CCOc1ccc(/C=C/C(=O)OCC(=O)N2CCN(S(=O)(=O)c3ccc(C)cc3C)CC2)cc1	1.6%	.	?
C/C(=N\NC=O)c1ccncc1	20.0%	12.7%	-3.0%
O=C(CN1C(=O)CCc2cc(S(=O)(=O)N3CCOCC3)ccc21)NCc1ccc(F)cc1	-2.2%	.	-20.3%
COC(=O)Nc1ccc2c(c1)ncn2C1CCCCC1	4.2%	0.0%	-8.3%
CNC(=S)N(C1=NCC(c2ccc([N+](=O)[O-])cc2)S1)c1ccccc1 (configuration not stated)	-14.2%	-2.2%	-27.3%
O=C(Nc1ccccc1F)c1cc(Cl)sc1Cl	-7.7%	-0.5%	1.0%
Cc1cc(NC(=O)c2ccc(S(=O)(=O)N(C)C)cc2)n(-c2ccccn2)n1	2.7%	4.3%	0.8%
CCN(CC(=O)NCc1cccs1)C(=O)c1ccc(NS(=O)(=O)c2ccc(F)cc2)cc1	-2.7%	-1.7%	-0.7%
COc1ccc(S(=O)(=O)N2CCCC2)cc1OC	-4.0%	0.4%	1.5%
Cc1cccc(NC(=O)CCNS(=O)(=O)c2cc(Br)cnc2N)c1C	12.3%	-18.3%	-7.7%
CCc1nnc(SCc2cc(C)ccc2C)c2cc3sc(C)cc3n12	-10.3%	.	?
C/C(=N\NC(=O)c1ccc(Cn2cc(Br)cn2)o1)c1cccc(NC(=O)C(C)C)c1	-1.7%	-2.3%	3.0%
O=C(Nc1ccc(Cl)cc1Cl)C1=Cc2ccccc2OC1	-4.6%	6.3%	-20.0%
COc1ccc(Cc2nnc(N/N=C/c3ccccc3O)[nH]c2=O)cc1OC	5.2%	-18.1%	0.0184µM*
CC1CCCC(C)N1C(=O)COC(=O)Cc1ccc(F)cc1 (configuration not stated)	-12.8%	1.9%	?
O=C(O)CN1C(=O)c2cccc3c(Br)ccc1c23	15.7%	-6.7%	5.8%
CC(NC(=O)OC(C)(C)C)C(=O)N1CCCC1C(=O)NC(Cc1ccccc1)C(N)=O (configuration not stated)	-12.1%	4.0%	1.6%
CCN(c1ccc(OC)cc1)S(=O)(=O)c1ccc(-c2ccc(=O)[nH]n2)o1	39.3%[activator]	1.4%	?
Cc1nc2scc(-c3cccs3)c2c(=O)[nH]1	-12.9%	-5.9%	3.5%
Cc1cc(C(=O)N(NC(=O)C(C)C)c2ccccc2)cs1	16.9%	17.2%	-14.1%
COc1ccc(-n2ccnc2SCC(=O)NCc2ccc3c(c2)OCO3)cc1	-1.2%	0.3%	?
COn1c(=S)[nH]c2ccccc2c1=O	-14.1%	2.3%	-4.8%
O=C(Nc1ccccc1C(=O)N1CCCCC1)c1cccc(S(=O)(=O)N2CCOCC2)c1	3.2%	-12.1%	-15.4%
CN(CCOc1ccc(Cl)cc1)CC(=O)Nc1ccc(OC(F)F)cc1	-2.8%	-27.8%	?
COc1cc(-c2noc(-c3ccc(NC4CCCCC4)c([N+](=O)[O-])c3)n2)cc(OC)c1OC	-14.8%	.	-28.8%
CCN(CCCNC(=O)CN1N=C(c2ccccc2)CCC1=O)c1cccc(C)c1	-15.1%	.	-13.4%
COc1cc(OC)cc(-c2nc(-c3ccccc3OC)no2)c1	-2.5%	7.9%	?
O=c1[nH]c(SCc2ccccc2)nc2[nH]ncc12	7.1%	-2.7%	15.5%
O=C(Nc1nnc(-c2ccc3c(c2)CCCC3)o1)c1c(F)cccc1F	-13.7%	21.8%	10.4%
O=C(O)c1cc([N+](=O)[O-])cc2c1C=Cc1ccccc1O2	13.2%	-2.4%	?
Cc1cc(C(=O)NCc2ccccc2)no1	-5.3%	1.1%	?
Cc1ccc(C(=O)OCC(=O)c2c[nH]c3ccccc23)cc1S(=O)(=O)N1CCOCC1	2.2%	-3.8%	?
CC[C@]12c3[nH]c4cc(-c5ccco5)ccc4c3CCN1C(=O)[C@@H](CC(=O)NCc1ccc(OC)c(OC)c1)C[C@@H]2C(=O)N1CCN(C(=O)c2ccco2)CC1	6.3%	.	?
Cn1cnnc1SCCNS(=O)(=O)c1ccccc1	-7.9%	6.8%	5.0%
COc1ccc(S(=O)(=O)Nc2ccccc2)cc1OC	7.7%	-7.0%	9.0%
O=S(=O)(NC1CCSc2ccccc21)c1ccc(Cl)nc1 (configuration not stated)	-1.5%	0.5%	?
Cc1cc(C)c2cc(CN(Cc3nnnn3C3CCCCC3)CC3CCCO3)c(=O)[nH]c2c1 (configuration not stated)	6.3%	?	?
O=C(CSc1ccc2nnc(-c3ccccn3)n2n1)Nc1ccc(F)cc1	6.4%	12.2%	-8.7%
Cc1ccc(C(=O)N/C(=C/C=C/c2ccccc2)C(=O)NCc2ccco2)cc1	-1.0%	?	?
CCOC(=O)N/C(N)=N/c1nc2ccccc2s1	4.5%	-2.8%	?
Cc1nc2cc(NS(=O)(=O)c3c(C)c(C)cc(C)c3C)ccc2s1	?	11.3%	20µM*
COC(=O)c1cc(OC)nc(OC)c1	-6.5%	3.1%	1.1%
O=C1CCC(CCC(=O)N2CCCC(C(=O)c3cccc(C(F)(F)F)c3)C2)=NN1 (configuration not stated)	-4.1%	-0.5%	-15.6%
COc1ccc2nc3c(cc2c1)c(NC(=O)CC(C)C)nn3CC(C)C	0.8%	2.5%	-11.4%
O=S(=O)(c1cnc(Cl)c(Cl)c1)N1CCN(c2ncccn2)CC1	1.7%	11.8%	-22.4%

Next results.
smiles	FEN1 inhibitor	N370S GC	TDP1 cell CPT
C=CCSc1nc2c(c(=O)[nH]c(=O)n2C)n1C(C)C	1.4%	7.1%	-7.4%
Cc1ccc(CN(Cc2ccco2)C(=O)c2ccc(Cl)cc2Cl)cc1	-17.7%	.	?
O=C(CC(NC(=O)c1ccccc1)c1ccccc1)OCc1nc(-c2cccc(Cl)c2)no1 (configuration not stated)	-15.9%	.	5.1%
COc1ccc(S(=O)(=O)NCC(=O)O)cc1C(=O)NC1CCCCC1	3.3%	13.5%	-12.5%
COc1ccc(C2CC(=O)N3CN(Cc4ccco4)CSC3=C2C#N)cc1 (configuration not stated)	3.1%	-2.0%	?
